# KCNQ1 pot: potentiators or activators of human KCNQ1 potassium channel. P51787. CHO-K1 KCNQ1, thallium flux FluxOR fluorescence; hits give high values. B-score at 10 µM. 310,000 compounds, 0.35% hits;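 active = fluorescence ratio B-score, a plate-corrected score, at least three library SD, with initial intensity B-score within 5 SD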
# Target sequence (P51787 whole entry, looked up): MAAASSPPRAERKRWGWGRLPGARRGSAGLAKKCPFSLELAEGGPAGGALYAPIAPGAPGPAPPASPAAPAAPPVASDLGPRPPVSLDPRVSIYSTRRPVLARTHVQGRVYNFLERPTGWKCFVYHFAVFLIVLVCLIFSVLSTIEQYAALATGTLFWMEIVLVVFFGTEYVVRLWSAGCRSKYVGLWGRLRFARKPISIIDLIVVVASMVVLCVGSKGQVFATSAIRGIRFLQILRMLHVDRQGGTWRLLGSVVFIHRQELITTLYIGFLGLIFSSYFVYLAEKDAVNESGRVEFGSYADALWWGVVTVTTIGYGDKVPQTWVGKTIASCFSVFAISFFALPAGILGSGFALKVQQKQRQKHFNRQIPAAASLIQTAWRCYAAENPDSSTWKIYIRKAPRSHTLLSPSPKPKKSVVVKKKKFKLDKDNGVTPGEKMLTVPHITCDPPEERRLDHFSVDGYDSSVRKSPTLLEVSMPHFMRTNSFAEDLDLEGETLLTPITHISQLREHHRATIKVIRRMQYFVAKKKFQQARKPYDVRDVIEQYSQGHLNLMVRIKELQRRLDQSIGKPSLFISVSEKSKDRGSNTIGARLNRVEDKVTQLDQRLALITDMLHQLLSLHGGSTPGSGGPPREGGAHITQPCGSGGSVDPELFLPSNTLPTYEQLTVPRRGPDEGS
#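 Test system: CHO-K1 cells stably expressing KCNQ1 / Medium: assay buffer / Also added: depolarizing K+/Tl+ stimulus, K2SO4 and Tl2SO4 each 12.5 mM in 5x stock / Incubation: 90 min dye loading and 20 min compound exposure, both at room temperature / Signal: thallium influx via FluxOR fluorescence, kinetic imaging / Evaluation: B score of baseline-normalized fluorescence ratio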
# KCNK9 block: blocks the human KCNK9 two-pore domain potassium channel; Q9NPC2; HEK293 KCNK9, FluxOR thallium flux fluorescence; hits give low values; B-score at 10 µM; 310,000 compounds, 1.2% hits;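 active = ratio B-score over 3 SD below the library mean, with starting fluorescence within 5 SD of its mean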;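 note: negative B-score means less thallium flux so channel inhibition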
# Target sequence (Q9NPC2 whole entry, looked up, the tested form may be a part): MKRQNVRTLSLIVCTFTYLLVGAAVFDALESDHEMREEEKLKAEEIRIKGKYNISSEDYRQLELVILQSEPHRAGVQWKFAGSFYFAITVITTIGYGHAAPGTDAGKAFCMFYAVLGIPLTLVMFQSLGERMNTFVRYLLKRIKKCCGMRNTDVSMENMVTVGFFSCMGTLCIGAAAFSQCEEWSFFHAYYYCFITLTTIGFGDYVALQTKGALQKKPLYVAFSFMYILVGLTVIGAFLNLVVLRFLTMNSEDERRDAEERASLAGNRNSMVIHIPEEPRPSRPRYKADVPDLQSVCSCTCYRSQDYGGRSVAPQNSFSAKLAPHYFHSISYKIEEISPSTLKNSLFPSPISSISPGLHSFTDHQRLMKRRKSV
# TRPC4 act: activators of mouse TRPC4 channel; AID 2237; 310,000 compounds, 0.49% hits; Q9QUQ5; HEK293 TRPC4beta/mu-opioid, Fluo4 calcium fluorescence; hits give high values; B-score at 10 µM;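 active = B-score above 5 SD of library B-scores, and initial fluorescence ratio not above library mean plus 5 SD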;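 note: positive B-score marks a calcium rise read as TRPC4 activation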
#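 System – HEK293 cells stably co-expressing mouse TRPC4beta and mu-opioid receptor · Signal – Fluo4 calcium-sensitive dye fluorescence, kinetic, 1 Hz baseline · Benchmarks – buffer (low) and maximal DAMGO (high) · Read-out – B score of integrated fluorescence ratio per well · Incubation – dye loading 45 min room temperature, 110 s kinetic read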
# KCNQ1 block: inhibitors of human KCNQ1 potassium channel; P51787; CHO-K1 KCNQ1, FluxOR thallium flux fluorescence; hits give high values; B-score at 10 µM; 310,000 compounds, 1.3% hits; AID 2642;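 active = compounds whose thallium flux B-score, printed positive for inhibition, exceeds three library SD while starting fluorescence stays within three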;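 note: channel opened by potassium depolarization with thallium stimulus after 20 min compound exposure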
# DYRK1A inh: blocks rat Dyrk1A kinase activity; Q63470; ADP-Glo luminescence, NFATc1 peptide; inhibition, % at 12.5 µM; 310,000 compounds, 0.43% hits; AID 504441; in the data active = inhibition above about 50%;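 note: plate controls were vehicle with enzyme for no effect and no enzyme for full effect; many of its hits are not listed in these tables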
# KCNK3 block: human KCNK3 channel inhibition, primary screen. O14649. 340,000 compounds, 0.84% hits. B-score at 10 µM. CHO-KCNK3 thallium flux, FluxOR fluorescence; hits give low values;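 active = B-score under library mean minus 4 SD, starting fluorescence ratio at most library mean plus 5 SD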;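 note: more negative B-score means stronger inhibition of thallium flux through KCNK3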
# hERG protect: shields human hERG channel from block by proarrhythmic agents. Q12809. CHO-hERG, FluxOR thallium flux, dofetilide IC70 present. activation (rescue from dofetilide block), less the hit threshold, % at 10 µM. 310,000 compounds, 0.51% hits. AID 1511;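 active = activation above the mean of controls blocked by dofetilide plus 5 SD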;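 note: thallium influx through hERG after potassium depolarization seen as dye fluorescence rise; in these data hits start at about 4.7%; inactives centre near -7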
# PolyA inh: yeast polyadenylation inhibition. S. cerevisiae SKY197-pL101 polyadenylation reporter, beta-gal luminescence; efflux-impaired pdr1/pdr3 knockout yeast; score 100 = 6 SD above DMSO. calls only at 12 µM. 300,000 compounds, 0.02% hits;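 active = lowest replicate activity score at least 50, where 100 means six control SD above control mean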;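 note: yeast exposed to compound for 9 h at 30 °C; higher score means more reporter readthrough which indicates perturbed polyadenylation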
# TRPC4 PAM: allosterically enhances the mouse TRPC4 cation channel; AID 2227; 310,000 compounds, 0.42% hits; HEK293 TRPC4beta/mu-opioid, DAMGO EC20, Fluo-4 Ca2+ flux; hits give high values; B-score at 10 µM; Q9QUQ5;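 active = B-score of calcium response area above 5 SD of library B-scores, with initial fluorescence ratio within 5 SD of library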;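 note: B-score of integrated fluorescence ratio over time as area under calcium response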
# TRPC4 inh: blocks the mouse TRPC4 cation channel | AID 2247 | HEK293 TRPC4beta/mu-opioid, DAMGO-evoked Fluo4 calcium flux; hits give low values | 300,000 compounds, 0.39% hits | Q9QUQ5 | B-score at 10 µM;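 active = B-score over 3 SD under the library average, no early fluorescence shift, positive overall ratio signal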
#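 Material: HEK293 cells with stable TRPC4beta plus mu-opioid receptor expression / Probe or stimulus: DAMGO in two steps, submaximal then maximal / Compound: single concentration per test compound / Technique: kinetic Fluo4 fluorescence imaging of calcium influx / Read-out: per-well B score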
# Platelet DG rel: modulates dense granule release in human platelets; human platelet-rich plasma, SFLLRN dense granule ATP release, luminescence; 300,000 compounds, 0.22% hits; inhibition, %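 (compounds screened at 7.5 µM in platelet-rich plasma)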; AID 1663;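 active = mean replicate score, as percent of positive control, at or above 50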
# Active calls of the source: *; i = inactive; / = not tested or not shown; & = joins results of further samples. The list is partial, so the mix of outcomes need not match the whole.
SMILES,KCNQ1 pot,KCNK9 block,TRPC4 act,KCNQ1 block,DYRK1A inh,KCNK3 block,hERG protect,PolyA inh,TRPC4 PAM,TRPC4 inh,Platelet DG rel
CCN(CC)c1ccc2c(c1)oc(=O)c1c(Cl)cc(=O)oc12,i,i,i,i,-3,i,-12,i,i,i,0
CCc1ccc(/C=C(\Cl)c2nc3cc(Cl)ccc3c(=O)[nH]2)cc1,i,i,i,i,4,i,-7,i,i,i,-22
CC(C)Cn1c(N)c(/C=N/NC(=O)c2ccc(Cl)cc2)c(=O)n(C)c1=O,i,i,i,i,-1,i,-10,i,i,i,-8
CC1CCN(c2ccc3nnc(CCC(=O)Nc4ccc(F)cc4)n3n2)CC1,i,i,i,i,-5,i,-9,i,i,i,-21
CNc1ccc(/C=C(\C#N)c2ccccn2)cc1[N+](=O)[O-],i,i,i,i,/,i,-7,i,i,i,5
COc1ccc(CC(=O)OCc2cc(=O)n3cc(Br)ccc3n2)cc1OC,i,i,i,i,/,i,-4,i,i,i,-2
O=C(NCc1ccc(Cl)cc1)c1n[nH]c([N+](=O)[O-])c1Cl,i,i,i,6*,0,i,-11,i,i,i,1
CCn1c(CSc2nc3ccccc3s2)nnc1SCC(=O)c1ccc(O)cc1O,i,i,i,i,-3,i,-4,i,i,i,-1
Cn1nnnc1SCC(=O)c1ccc(Br)s1,i,i,i,i,-29,i,-2,i,i,i,1
C[N+]1(C)CC2([N+](=O)[O-])CC=C(Oc3ccccc3)C([N+](=O)[O-])(C2)C1 (centres undefined),i,i,i,i,6,i,-12,i,i,i,-5
Cn1c(=O)c2c(nc(SCCN3CCCCC3)n2C)n(C)c1=O,i,i,i,i,6,i,-4,i,i,i,-3
CCS(=O)(=O)c1nc(S(=O)(=O)c2ccc(C)cc2)c(N2CCN(CCO)CC2)s1,i,i,i,i,1,i,-4,i,i,i,6
C=CCOc1ccccc1C1C2=C(CC(C)(C)CC2=O)Nc2c1c(=O)n(C)c(=O)n2C (centres undefined),i,i,i,i,-4,i,-5,i,i,i,-1
CC1CCN(S(=O)(=O)N2CCC(C(=O)NCc3cccs3)CC2)CC1,i,i,i,i,7,i,-9,i,i,i,-8
CCC(CO)NCc1ccc2c(c1)n(C)c(=O)n2C (centres undefined),i,i,i,i,8,i,-10,i,i,i,11
C/C=C/C(=O)Nc1nnc(-c2ccccc2C)s1,i,i,i,i,4,i,-9,i,i,i,7
COc1ccc(-c2cc(C(F)(F)F)n3nc(C(=O)N4CCOCC4)nc3n2)cc1,i,i,i,i,-1,i,-3,i,i,i,/
Cc1ccc(-c2c3c(=O)n(C)c(=O)n(C)c3cn2N2CCOCC2)cc1,i,i,i,i,-3,i,-9,i,i,i,1
O=S(=O)(Nc1ccccc1O)c1ccc(-c2ccccc2)cc1,i,i,i,15*,4,-11*,-11,i,i,i,3
O=C(Nc1nncs1)C1CC(=O)N(CCc2ccc(F)cc2)C1 (centres undefined),i,i,i,i,-7,i,-5,i,i,i,10
CC1CCCC(NC(=O)C2c3ccccc3C(=O)N2Cc2cccs2)C1C (centres undefined),i,i,i,i,-6,i,-7,i,i,i,3
Cc1ccc(OCC(=O)Nc2ccc(S(=O)(=O)Nc3onc(C)c3C)cc2)cc1,i,i,i,i,-6,i,-11,i,i,i,-1
Cc1ccc(OCCCC(=O)Nc2ccc(S(=O)(=O)Nc3cc(C)nc(C)n3)cc2)cc1,i,i,i,i,-13,i,-17,i,i,i,10
Cc1cc(C)n(C(=O)/C(C#N)=N/Nc2cc(Cl)cc(Cl)c2)n1,i,i,i,8*,-1,i,-20,i,i,i,8
COc1ccc(-c2ccc3nnc(SCC(=O)Nc4ccc(NC(C)=O)cc4)n3n2)cc1,i,i,i,i,-1,i,-13,i,i,i,-5
Clc1ccc2c(c1)nc1n2CCCC1,i,i,i,i,-3,i,-8,i,i,i,1
CCC1(c2ccc(F)cc2)NC(=O)N(CC(=O)Nc2ccccc2C)C1=O (centres undefined),i,i,i,i,0,i,-3,i,i,i,-1
COc1ccc(Cc2nc3ccc(C(=O)N(C)CCn4ccnc4)cc3o2)cc1OC,i,i,i,i,0,i,-9,i,i,i,5
C/C(=N\NS(=O)(=O)c1ccc(C)c([N+](=O)[O-])c1)c1cc2ccccc2o1,i,i,i,i,3,i,-1,i,i,i,2
O=C(Cc1ccc(Cl)c(Cl)c1)Nc1ccc(SC(F)F)cc1,i,i,i,i,0,i,-3,i,i,i,-8
OCCN1CCN(C(=S)Nc2cccc(C(F)(F)F)c2)CC1,i,i,i,i,0&-2,i,-19,i,i,i,6
O=C(Cn1cccc1C(=O)c1ccccc1)NCCC1=CCCCC1,i,i,i,i,0,i,-4,i,i,i,-10
CCOc1ccc(S(=O)(=O)N2CCOCC2)cc1NC(=O)CSCC(=O)Nc1ccc(C)cc1,i,i,i,i,-10,i,-8,i,i,i,-1
C#Cc1ccc(C(=O)Nc2ccc(N3CCC(C)CC3)c(C(N)=O)c2)cc1,i,i,i,i,-3,i,3,i,i,i,-3
O=C(Nc1cccc2ccccc12)c1cccc([N+](=O)[O-])c1,i,i,i,i,-3,i,-2,i,i,i,0
CCn1c(SCC(=O)Nc2cc3oc4ccccc4c3cc2OC)nnc1-c1cccs1,i,i,i,i,-4,i,-4,i,i,i,-8
CC1CC(C)CN(CCC(=O)Nc2cccc(Cl)c2)C1 (centres undefined),i,i,60*,i,-4,i,-10,i,i,i,0
CN(C)S(=O)(=O)c1cc(NC(=O)COC(=O)Cc2cccc3ccccc23)ccc1Cl,i,i,i,i,-3,i,-5,i,i,i,-9
CC(C)Nc1nc(SC(C)C(=O)Nc2ccccc2)nc(N(C)C)n1 (centres undefined),i,i,i,i,/,i,-4,i,i,i,0
O=C(Cc1cccc2ccccc12)Nc1cc(C(=O)O)cc(C(=O)O)c1,i,i,i,i,1,i,-10,/,i,i,1
COc1ccc(N2CCN(S(=O)(=O)CCNC(=O)/C=C/c3ccccc3)CC2)cc1,i,i,i,i,-11,i,-7,i,i,i,1
O=C(CC(c1ccccc1)c1cc(Cl)ccc1O)NCCCN1CCOCC1 (centres undefined),i,i,i,i,-2,i,-3,i,i,i,-4
C=C(C)[C@H]1CC=C(C)/C(=N/NC(=O)CNc2ccccc2OC)C1,i,i,i,i,-8,i,-6,i,i,i,13
O=C1OCCC1Sc1nc(-c2ccccc2)cs1 (centres undefined),i,i,i,i,-3,i,-9,i,i,i,-2
O=S(=O)(c1ccc(OCC(O)CN2CCCCC2)cc1)N1CCOCC1 (centres undefined),i,i,i,i,-1,i,-3,i,i,i,3
N#Cc1c(Nc2ccccc2)sc(C(=O)c2ccc(F)cc2)c1N,i,i,i,i,4,i,-5,i,i,i,-2
O=C(c1ccco1)N1CCN(c2ncnc3scc(-c4ccccc4)c23)CC1,i,i,i,i,-1,i,-10,i,i,i,14
CCC(C(=O)NCCC(C)C)N(Cc1ccccc1Cl)C(=O)c1snc(C(N)=O)c1N (centres undefined),i,i,i,i,-3,i,-5,i,i,i,-3
CC1CCC(NC(=O)CCS(=O)(=O)c2ccc3c(c2)NC(=O)C(C)S3)CC1 (centres undefined),i,i,i,i,3,i,-11,i,i,i,6
C/C(=N/NC(=O)c1ccc(C)s1)c1cccc(NC(=O)c2ccoc2C)c1,i,i,i,i,5,i,-12,i,i,i,9
O=C(CSCc1ccc(F)cc1)NCc1ccco1,i,i,i,i,/,i,-12,i,i,i,-5
O=C(Nc1ccc(S(=O)(=O)Nc2ccccc2)cc1)c1ccc(CN2CCOCC2)cc1,i,i,i,i,-7,i,-17,i,i,i,6
COc1cc(Cl)ccc1OCc1cc(C(=O)N(C)CCc2cnn(C)c2)no1,i,i,i,i,0,i,-12,i,i,i,5
CCOc1ccc(C(C)=O)cc1N1C(=O)C2C3C=CC(C3=C(C)C)C2C1=O (centres undefined),i,i,i,i,0,i,-11,i,i,i,-2
O=S(=O)(c1ccc(F)cc1)N1CCN(S(=O)(=O)c2cccs2)CC1,i,i,i,i,-6,i,-5,i,i,i,4
O=C(O)CSCC(=O)N1CCc2c([nH]c3ccccc23)C1C(F)(F)F (centres undefined),i,i,i,i,/,i,-2,i,i,i,2
CCOc1ccc(-c2nnc(SCC(=O)O)n2Cc2ccccc2)cc1,i,i,i,i,2,i,-8,i,i,i,-8
CCCNC(=O)CCn1cc(-c2ccc(OC)cc2)nc1-c1ccncc1,i,i,i,i,0,i,-5,i,i,i,1
Cc1cccc(C)c1NC(=O)CNc1ccccc1,i,i,i,i,-4,i,-16,i,i,i,4
C#CCSc1nc(=O)c2cccnc2n1-c1ccc(C)cc1,i,i,i,i,-7,i,-11,i,i,i,-12
# (listing goes on)
SMILES,KCNQ1 pot,KCNK9 block,TRPC4 act,KCNQ1 block,DYRK1A inh,KCNK3 block,hERG protect,PolyA inh,TRPC4 PAM,TRPC4 inh,Platelet DG rel
Cc1ccc(C(N)=O)cc1S(=O)(=O)Nc1cccc(C)c1C,i,i,i,i,0,i,-20,i,i,i,-5
COc1ccc(-n2c(CN3CCN(Cc4ccccc4)CC3)nc3ccc([N+](=O)[O-])cc3c2=O)c(OC)c1,i,i,i,i,7,i,-11,i,i,i,7
Cc1c(Cl)cccc1NC(=O)CNC(=O)c1ccc(F)cc1,i,i,i,i,-9,i,-13,i,i,i,0
O=C(NC(=S)Nc1ncc(Br)cc1Br)c1cncc(Br)c1,i,i,i,i,6,i,-6,i,i,i,3
CCCN(CCC)S(=O)(=O)c1ccc2c(c1)CCCN2C(C)=O,i,i,i,i,2,i,1,i,i,i,8

# In the list so far, 3 have bromine.
SMILES,KCNQ1 pot,KCNK9 block,TRPC4 act,KCNQ1 block,DYRK1A inh,KCNK3 block,hERG protect,PolyA inh,TRPC4 PAM,TRPC4 inh,Platelet DG rel
COc1ccc(CC(=O)OCc2cc(=O)n3cc(Br)ccc3n2)cc1OC,i,i,i,i,/,i,-4,i,i,i,-2
Cn1nnnc1SCC(=O)c1ccc(Br)s1,i,i,i,i,-29,i,-2,i,i,i,1
O=C(NC(=S)Nc1ncc(Br)cc1Br)c1cncc(Br)c1,i,i,i,i,6,i,-6,i,i,i,3

# Bioassay records (PubChem)
